# SRC2 inh = inhibits human steroid receptor coactivator 2 | Q15596 | HEK293 GAL4-SRC2 luciferase reporter, luminescence | inhibition, % at 9 µM | 370,000 tested, 0.17% active | AID 651957;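 active means inhibition above the mean inhibition of all tested compounds plus 3 SD, set per campaign, cut at about 52% in these data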;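 further: 0% = DMSO treated cells and 100% = cells given Gossypol at 36 µM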
# C8 TRAIL sens = caspase-8 TRAIL sensitization; NB7+C8 cells + TRAIL, ATPlite viability luminescence; inhibition (viability loss, TRAIL sensitization), % at 10 µM; 360,000 tested, 1% active;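 active means compounds causing at least 50% loss of cell viability in the single-dose screen, relative to plate controls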
# SRC1 inh = inhibits human SRC1 coactivator | Q15788 | HEK293 GAL4-SRC1 luciferase reporter, luminescence | inhibition, % at 3.6 µM | 360,000 tested, 0.12% active;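 active means inhibition above the campaign mean plus 3 SD, with each screening campaign given its own cutoff, cut at about 60% in these data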;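 further: 0% = DMSO treated cells and 100% = gossypol at 36 µM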
# NR5A2 inv ag = suppresses constitutive activity of human LRH-1. HEK293T StAR-luciferase reporter, LRH-1 transfected, 24 h. inhibition, % at 3.6 µM. 360,000 tested, 0.13% active. AID 602396;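 active means inhibition above the mean inhibition of all tested compounds plus 3 SD, cut at about 73% in these data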;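 further: 0% = DMSO wells and 100% = reporter-only cells lacking LRH-1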
# Target sequence (O00482 whole entry, looked up): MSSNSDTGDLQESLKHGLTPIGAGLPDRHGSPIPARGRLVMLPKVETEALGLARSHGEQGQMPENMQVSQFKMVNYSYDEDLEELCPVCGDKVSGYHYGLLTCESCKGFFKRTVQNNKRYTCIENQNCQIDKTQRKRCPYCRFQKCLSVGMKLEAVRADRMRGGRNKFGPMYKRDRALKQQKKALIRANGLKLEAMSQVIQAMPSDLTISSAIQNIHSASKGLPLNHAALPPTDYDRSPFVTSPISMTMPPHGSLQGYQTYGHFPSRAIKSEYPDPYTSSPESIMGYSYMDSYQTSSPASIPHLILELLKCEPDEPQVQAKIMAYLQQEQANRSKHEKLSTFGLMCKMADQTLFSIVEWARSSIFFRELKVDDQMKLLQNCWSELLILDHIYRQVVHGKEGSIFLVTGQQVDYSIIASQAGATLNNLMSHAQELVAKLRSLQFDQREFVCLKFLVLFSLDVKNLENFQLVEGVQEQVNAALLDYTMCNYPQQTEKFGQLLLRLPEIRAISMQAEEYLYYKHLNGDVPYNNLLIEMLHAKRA
# TROY NFkB inh = blocks TROY-dependent signaling in reporter cells. Q293 LMP1-TROYcd NF-kB luciferase reporter, 4 h. inhibition, % at 10 µM. 360,000 tested, 0.98% active. AID 1347056;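 active means compounds whose plate-normalised and pattern-corrected inhibition of the luciferase reporter signal at the single screening dose is 50% or more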
# COUP-TFII inh = blocks human COUP-TFII nuclear receptor; HEK293T NGFI-A luciferase reporter, luminescence; inhibition, % at 8.6 µM; 370,000 tested, 0.7% active;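 active means inhibition above a per-plate cutoff, mean inhibition of test wells between control levels plus 3 SD, cut at about 38% in these data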;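 further: cells cotransfected with COUP-TFII expression vector driving the NGFI-A reporter; 0% = median of COUP-TF2 test wells and 100% = reporter-only cells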
# Target sequence (P24468 whole entry, looked up): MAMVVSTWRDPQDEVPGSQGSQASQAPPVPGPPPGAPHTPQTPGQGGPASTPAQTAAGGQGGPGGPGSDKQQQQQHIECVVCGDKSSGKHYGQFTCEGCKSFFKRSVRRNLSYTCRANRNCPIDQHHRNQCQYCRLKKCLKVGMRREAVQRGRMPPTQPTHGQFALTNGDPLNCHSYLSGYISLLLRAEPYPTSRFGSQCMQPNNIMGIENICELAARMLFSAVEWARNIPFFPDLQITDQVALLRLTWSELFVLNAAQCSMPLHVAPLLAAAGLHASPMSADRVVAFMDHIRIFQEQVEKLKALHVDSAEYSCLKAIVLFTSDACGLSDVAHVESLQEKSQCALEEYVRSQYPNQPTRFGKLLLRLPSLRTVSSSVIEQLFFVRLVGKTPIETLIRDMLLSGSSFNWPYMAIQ
# TWEAK-Fn14 inh = blocks TWEAK-Fn14 interaction in a reporter cell assay. TWEAK-stimulated Fn14 reporter cells, luciferase luminescence, 8 h. inhibition, % at 10 µM. 360,000 tested, 2% active; in the data active means inhibition above about 50%
# SRC3 inh = human NCOA3 inhibition | Q9Y6Q9 | HEK293 GAL4-SRC3 luciferase reporter, luminescence | inhibition, % at 3.6 µM | 360,000 tested, 0.17% active;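 active means inhibition above a per-campaign cutoff, the mean of all compounds plus 3 SD, cut at about 60% in these data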;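 further: 0% = DMSO-treated cells and 100% = gossypol-treated cells at 36 µM; higher means less SRC3-driven luciferase light from the GAL4 reporter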
# TLR9-MyD88 inh = blocks human TLR9 binding to MyD88 | Q9NR96+Q99836 | CHO BLA complementation TLR9-MyD88, CCF4 FRET ratio | inhibition, % at 4.98 µM | 340,000 tested, 0.21% active | AID 504734;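 active means inhibition above the mean over all tested compounds plus 3 SD, cut at about 21% in these data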;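 further: 0% = DMSO only wells and 100% = clavulanate BLA inhibitor control wells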
# LMP1 NFkB inh = inhibitors of Epstein-Barr LMP1-induced NF-kappaB reporter; LMP1-induced NF-kappaB luciferase reporter cells, luminescence; inhibition, % at 12.5 µM; 350,000 tested, 0.69% active; in the data active means inhibition above about 41%;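 further: 0% = neutral control wells and 100% = reference inhibitor control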
# NOD2-RIPK2 inh = inhibitors of human NOD2-RIPK2 interaction. O43353. CHO BLA complementation NOD2-RIPK2, CCF4 ratio. inhibition, % at 4.98 µM. 360,000 tested, 0.38% active; in the data active means inhibition above about 21%;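 further: 0% = vehicle only and 100% = reference blocker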
# The depositor's hits bear a star; / = no result given; & = joins results of further samples. Only part of the results is shown. The share of hits here may be higher or lower than overall.
SMILES,SRC2 inh,C8 TRAIL sens,SRC1 inh,NR5A2 inv ag,TROY NFkB inh,COUP-TFII inh,TWEAK-Fn14 inh,SRC3 inh,TLR9-MyD88 inh,LMP1 NFkB inh,NOD2-RIPK2 inh
Cc1cccc2c1=NC(=O)/C(=C/c1c(O)[nH]c(=O)[nH]c1=O)C=2,-24,2,8,-18,-2,2,20,3,2,-6,-9
Cc1ccccc1C1=NCC(=S)Nc2ccc(Cl)cc21,17,-7,10,-9,8,-14,-11,3,-8,1,-12
O=C(C1CC(=O)N(c2ccc(F)c(Cl)c2)C1)N1CCC2(CC1)OCCO2 (stereo not given),-1,-20,2,1,3,-4,9,-2,-18,-8,2
Cc1oc2ccc(OC(=O)N(C)C)cc2c1C(=O)OC(C)C,1,-22,4,8,-5,8,-2,14,-10,2,-2
CN(C)C(=O)Nc1cccc(OC(=O)N(C)C)c1,9,13,-1,1,1,-5,3,-1,3,-2,6
COc1ccc(-c2nc3ccccc3c(=O)o2)cc1,-40,55*,-37,-101,-64,-27,-19,-57,6,-11,-1
c1ccc2c(CCN3CCCCC3)c[nH]c2c1,11,-3,-4,37,-9,4,10,-19,/,/,-2
c1ccc2c(c1)[IH]c1ccccc1-2,-97,27,19,67,-7,59*,13,19,-1,24,-2
CN1CCC2(CC1)c1ccccc1-c1ccccc12,9,-6,8,11,5,-13,18,12,-2,4,-1
CN(C)CC1CCCCC1OC(=O)Cc1ccc(Cl)c([N+](=O)[O-])c1 (stereo not given),0,10,-19,-3,7,10,-15,-8,-8,-2,7
COC(=O)C1=C(c2ccc(F)cc2F)C[C@@H]2CC[C@H]1N2C(=O)N1CCC(C)CC1,2,-7,-5,4,-11,7,-16,10,-4,6,-2
CCCCC12CNCC(C)(CNC1)C2=O,1,-10,13,17,-1,13,0,-1,-1,0,-12
COP(=O)(OC)C(NC(=O)c1ccc(C)cc1)C(Cl)(Cl)Cl (stereo not given),-21,3,-2,9,-39,-2,-20,-4,-7,-2,-8
CN(C)P1(N(C)C)=Nc2c(c(N)nn2C)C(c2ccccc2)=N1,-24&-4,-13&-6,-4&-11,-2&8,-10&-14,-10&7,-10&-3,-5&4,-6&3,4&-10,-7&-15
N#C/C(N)=C(/N)C#N,-18,-7,-3,-6,5,1,3,-1,-3,-5,-3
O=c1[nH]c(=O)n(Cc2ccco2)c(O)c1C=NCCN1CCOCC1,-2,-20,-10,8,4,7,3,-1,-11,0,7
N#CC12c3ccccc3C(=O)N1Cc1cnnn1-c1ccccc12 (stereo not given),3,3,-3,-3,-9,-8,6,20,/,/,-3
C[C@]12CCC3C(CCC4=CC(O)CC[C@@]43/C=N/O)C1(O)CCC2C1=CC(=O)OC1 (stereo not given in full),50,52*,78*,98*,41,75*,84*,71*,-4,3,2
Cc1cc(OC(C)C(=O)NCc2ccncc2)c2c3c(c(=O)oc2c1)CCC3 (stereo not given),7,-15,-38,9,0,3,-4,0,0,-3,-1
Cc1cccc(CN2CCN(CC(=O)N3CCC4(CC3)OCCO4)C2=O)c1,21,-5,-13,2,-2,-2,-1,-10,4,-1,4

# The last 6 compounds of the section above come first, to join the parts.
SMILES,SRC2 inh,C8 TRAIL sens,SRC1 inh,NR5A2 inv ag,TROY NFkB inh,COUP-TFII inh,TWEAK-Fn14 inh,SRC3 inh,TLR9-MyD88 inh,LMP1 NFkB inh,NOD2-RIPK2 inh
N#C/C(N)=C(/N)C#N,-18,-7,-3,-6,5,1,3,-1,-3,-5,-3
O=c1[nH]c(=O)n(Cc2ccco2)c(O)c1C=NCCN1CCOCC1,-2,-20,-10,8,4,7,3,-1,-11,0,7
N#CC12c3ccccc3C(=O)N1Cc1cnnn1-c1ccccc12 (stereo not given),3,3,-3,-3,-9,-8,6,20,/,/,-3
C[C@]12CCC3C(CCC4=CC(O)CC[C@@]43/C=N/O)C1(O)CCC2C1=CC(=O)OC1 (stereo not given in full),50,52*,78*,98*,41,75*,84*,71*,-4,3,2
Cc1cc(OC(C)C(=O)NCc2ccncc2)c2c3c(c(=O)oc2c1)CCC3 (stereo not given),7,-15,-38,9,0,3,-4,0,0,-3,-1
Cc1cccc(CN2CCN(CC(=O)N3CCC4(CC3)OCCO4)C2=O)c1,21,-5,-13,2,-2,-2,-1,-10,4,-1,4
Cc1ccc(N2C(=O)NC(=O)/C(=C\c3ccc(N4CCOCC4)cc3)C2=O)cc1,-29,-6,-26,-8,10,-2,15,16,-1,9,-15
COc1ccc(NP(=O)(Oc2ccccc2OC)Oc2ccccc2OC)cc1,1,-5,-4,8,20,10,15,-2,0,14,5
Cc1nc2ccc(N3CCN(C)CC3)cc2nc1C,-2,-1,-31,-20,-37,-10,30,-3,5,-3,-4
CC1CC2(C)C(=CC1=O)CCC1C3CCC(C)(O)C3(C)CC3OC312 (stereo not given),-8,0,3,3,10,2,-5,5,-9,3,-7
Cc1ncc(CN2CCCC(C(=O)c3cccc(Cl)c3)C2)s1 (stereo not given),10,2,-14,10,9,26,27,8,-1,-10,6
CN1OC[C@@H]2COc3ccc4ccccc4c3[C@@H]21,-7,-4,-20,-23,25,-24,-2,-6,-5,7,-7
COC(=O)C1=C(c2ccccc2)C[C@@H]2CC[C@H]1N2C,3,-9,0,14,-5,0,12,-7,2,-1,-2
CC(=O)OC1CCC2(C)C3CCC4(C)C(OC(C)=O)CCC4C3C(C)C2(O)C1 (stereo not given),19,2,-9,-16,0,4,-3,-6,-3,1,2
CCC(C)C1NC(=O)C(NC(=O)C(CC(C)C)N(C)C(=O)C2CCCN2C(=O)C(C)O)C(C)OC(=O)C(Cc2ccc(OC)cc2)N(C)C(=O)C2CCCN2C(=O)C(CC(C)C)NC(=O)[C@H](C)C(=O)[C@H](C(C)C)OC(=O)CC1O (stereo not given in full),78*,82*,95*,97*,85*,91*,102*,94*,-24,93*,12
OC1(c2cccnc2)CC2CCC(C1)N2Cc1nnnn1Cc1ccccc1 (stereo not given),-2,3,1,12,24,4,1,16,-7,6,-12
Cn1cccc1/C=C1/C(=O)NC(=O)N(Cc2ccc(F)cc2)C1=O,-3,11,3,-2,26,-11,-23,4,6,11,-2
C[N+](C)(C)CCOC(=O)CBr,-4,13,-7,-26,5,-14,-4,-13,-6,-11,-4
O=C1NC(=O)C2(Cc3ccccc3N3CCCC32)C(=O)N1 (stereo not given),11,-7,-8,10,2,14,-14,7,3,1,-5
C=CCn1c(O)c(Cc2ccc(OCC)cc2)c(=O)[nH]c1=O,4,0,-24,-1,10,17,1,-9,-1,/,-12
CN(C)CCCN=Cc1c(O)n(CCc2ccc(F)cc2)c(=O)[nH]c1=O,-40,-12,9,4,-7,-26,0,10,1,-9,0
CCC1CCCCN1P(=O)(c1ccc(C)o1)C(C)(C)C (stereo not given),14,-2,6,-4,-1,5,12,-3,-11,-8,-11
CCS(=O)(=O)NCc1nnc2n1-c1ccc(Br)cc1C(c1ccccc1Cl)=NC2,-5,-3,-3,17,1,-4,-4,20,-7,0,0
CCOC(=O)C1(c2ccccc2)CCN(CC(=O)Nc2ccc(C)cc2)CC1,4,3,6,18,-12,-1,-7,5,-4,-17,9
CCCCCCn1c(=O)c(C(=O)Nc2ncccc2O)c(O)c2ccccc21,11,8,-118,16,31,1,31,-12,3,25,8
CCOc1cc2c(cc1OCC)-n1cccc1C(c1ccc(OC(F)F)cc1)NC2 (stereo not given),21,12,5,5,5,22,-9,7,-7,13,-3

# 4 compounds drawn at random from the list so far:
SMILES,SRC2 inh,C8 TRAIL sens,SRC1 inh,NR5A2 inv ag,TROY NFkB inh,COUP-TFII inh,TWEAK-Fn14 inh,SRC3 inh,TLR9-MyD88 inh,LMP1 NFkB inh,NOD2-RIPK2 inh
CCOc1cc2c(cc1OCC)-n1cccc1C(c1ccc(OC(F)F)cc1)NC2 (stereo not given),21,12,5,5,5,22,-9,7,-7,13,-3
CN1OC[C@@H]2COc3ccc4ccccc4c3[C@@H]21,-7,-4,-20,-23,25,-24,-2,-6,-5,7,-7
CN(C)CCCN=Cc1c(O)n(CCc2ccc(F)cc2)c(=O)[nH]c1=O,-40,-12,9,4,-7,-26,0,10,1,-9,0
C[N+](C)(C)CCOC(=O)CBr,-4,13,-7,-26,5,-14,-4,-13,-6,-11,-4

# Continued.
SMILES,SRC2 inh,C8 TRAIL sens,SRC1 inh,NR5A2 inv ag,TROY NFkB inh,COUP-TFII inh,TWEAK-Fn14 inh,SRC3 inh,TLR9-MyD88 inh,LMP1 NFkB inh,NOD2-RIPK2 inh
Cc1ccc(-c2nc3ccccc3c(=O)n2-c2ccncc2)cc1,4,-2,3,-4,-29,-11,-14,12,-8,3,-10
COC(=O)COc1cc(C)cc2oc(=O)c3c(c12)CCCC3,6,-12,0,42,-1,8,0,11,5,-5,-12
CC(C)(C)C(=O)N1Cc2cnnn2-c2ccccc2C1C#N (stereo not given),-53,-16,2,9,-5,-5,3,0,-6,-9,-8
COc1ccccc1CN1CCN(Cc2ccc(Cl)cc2)CC1,-23,1,16,-13,-3,8,3,-1,4,-25,-17
COc1cc(-n2c(=S)[nH]c3ccc(C)cc3c2=O)c(Cl)cc1Cl,9,-21,0,24,3,-16,17,9,/,-6,14
O=c1[nH]c(=O)n(CCc2ccccc2)c(O)c1/C=N/N1CCOCC1,-2,3,18,11,-7,6,13,12,-3,2,-10
COc1cccc(C(=O)C2CCCN(Cc3ccc4nonc4c3)C2)c1 (stereo not given),3,2,-9,0,2,5,0,14,1,-4,-1

# Single entries from the list:
# Value of COc1cccc(C(=O)C2CCCN(Cc3ccc4nonc4c3)C2)c1 (stereo not given) in NR5A2 inv ag: 0
# Value of O=c1[nH]c(=O)n(CCc2ccccc2)c(O)c1/C=N/N1CCOCC1 in TROY NFkB inh: -7
